From PubChem BioAssay
MmCpn inh – Inhibitors of TCP-1 ring complex (TRiC) of Methanococcus maripaludis (MmCpn): qHTS. 0.031% of 330,000 active. purified Mm-Cpn ATPase, ADP Transcreener TR-FRET. AID 504842, 2011. Potency, µM (series often up to 76.9 µM), for inactives: top-dose activity, negative = inhibition, most hits filed as inhibitors. Chaperonin Mm-Cpn (Methanococcus maripaludis); note: potency is the fitted concentration of half-maximal effect; % is set by controls: 0 for no effect and ±100 for the full control effect; nearly all actives have a fitted effect of over 80% in size
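Measured: ADP formation by purified Mm-CPN. Conditions: 25 nM protein, 10 uM ATP, Tris pH 7.4 with Mg2+, K+ and DTT, 37°C for 30 min. Detection: Transcreener HTRF after 30 min at room temperature.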
CCT chaperon mod – High-Throughput Screening for Modulators of Cytosolic Chaperonin Activity | purified chaperonin ATPase assay, HTRF ADP detection, 30 min | activity change, % (no concentration beside the values), hits read low | 0.3% of 360,000 active | AID 651819, 2012; in the data active = activity change below about -30%; note: % is set by controls: 0 for no effect and ±100 for the full control effect
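ATPase activity: ADP formed was measured by HTRF Transcreener (665/615 nm ratio) after 30 min at 37 deg C with 10 uM ATP. Compounds screened at one 76 uM concentration against 40 or 20 nM TRiC in Tris pH 7.4/KCl/MgCl2/DTT buffer.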
Abeta yeast res – qHTS for compounds that reverse cellular toxicity of Amyloid beta (A-beta) peptide in yeast: Primary Screen; AID 1347071, 2019; Potency, µM (series often up to 46.1 µM), for the others: at the top dose growth rescue, hits mostly activators; 0.063% of 410,000 active; yeast expressing A-beta42, growth rescue, OD600, 48 h; response scale: 0% DMSO, 100% iron-clioquinol control; note: potency is the fitted concentration of half-maximal effect; nearly all actives have a fitted effect of over 55% in size
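Growth rescue measured by 600 nm absorbance after 48 h yeast culture at 30 C with compound. Values normalized between DMSO and an equimolar ferric chloride plus clioquinol control.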
Nrf2 activator – qHTS of Nrf2 Activators; Potency, µM (titrated, usually from 46.1 µM), inactives show at the top dose activation, actives largely listed as activators; 0.31% of 410,000 active; AREc32 ARE-luciferase reporter (MCF7-derived line), luminescence, 24 h; note: potency is the fitted concentration of half-maximal effect; % of control where 0% means no effect; nearly all actives have a fitted effect of over 65% in size
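For detection, Steady-Glo was added and plates sat 30 min at RT; before that, AREc32_Fluc cells grown overnight in OPTI-MEM/5% FBS had been treated with 23 nL compound for 24 hr at 37 deg C.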
HepG2 viability – qHTS for Inhibitors of TGF-b: Cytotox Counterscreen; HepG2 CAGA-GFP viability, ATP luminescence, 18 h; Potency, µM (titrated, usually from 46.1 µM), for the others: at the top dose activity change, negative = cytotoxicity, actives largely listed as cytotoxic; 0.76% of 410,000 active; note: potency is the fitted concentration of half-maximal effect; some results filed as inactive show a strong effect at the top dose
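HepG2 CAGA-GFP cells (1000/well, DMEM with 1% FBS) received compound, then TGF-beta at 500 pg/mL final, and were incubated 18 hours at 37 degrees C. Viability was read by CellTiter-Glo luminescence. Media-only wells were set as complete cell-killing and DMSO as no toxicity.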
A549 tox – Nrf2 qHTS screen for inhibitors: counterscreen for cytotoxicity. Potency, µM (highest dose often 46 µM), for inactives: at the highest dose activity change, negative = cytotoxicity, usual class: inhibitors. 0.16% of 390,000 active. A549 ARE-Fluc cells, CellTiter-Fluor viability, 18-24 h. AID 504648, 2011; note: potency is the fitted concentration of half-maximal effect; % is set by controls: 0 for no effect and ±100 for the full control effect
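A549 ARE-Fluc cells in 5% FBS OPTI-MEM, 5000 cells/well, rested 2 h then exposed to compounds in concentration-response for 18-24 h at 37 °C. Viability by CellTiter-Fluor fluorescence (Ex 405/Em 525) after 30 min; luciferase luminescence (BugLite, 15 min, RT) read afterwards.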
pAkt inh – HTS Assay for Inhibitors of Akt Phophorylation: Primary Screen. Neuro2A IGF-stimulated pAkt S473 HTRF, 20 min; hits give low values. activity change, % for hits at 50 µM. 0.32% of 360,000 active. AID 651550, 2012; in the data active = activity change below about -80%; inconclusive = mostly about -51% to -80%; note: % is set by controls: 0 for no effect and ±100 for the full control effect
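Single-point screen (50 µM final compound) in Neuro2A cells stimulated 20 min with 6 nM IGF at 37 deg C. After lysis, Ser473-phosphorylated Akt read by HTRF (ex 330 nm, em 615/665 nm) as the 665/615 ratio.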
TGFb inhibitor – qHTS for Inhibitors of TGF-b; 1.2% of 410,000 active; AID 588855, 2011; Potency, µM (series often up to 46.1 µM), without a hit: top-dose activity, negative = inhibition, usual class: inhibitors; HepG2 CAGA-GFP TGF-b/SMAD3 reporter, GFP fluorescence, 18 h; TGF-beta stimulated, 500 pg/mL final; note: potency is the fitted concentration of half-maximal effect; % is set by controls: 0 for no effect and ±100 for the full control effect; nearly all actives have a fitted effect of over 65% in size
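Smad-responsive CAGA-GFP expression was quantified in HEPG2 cells exposed to compounds and 500 pg/mL final TGF-beta for 18 h at 37 degrees C; unstimulated wells defined full inhibition.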
Nrf2 inh – Nrf2 qHTS screen for inhibitors. A549 ARE-Fluc reporter, luciferase luminescence, 18-24 h. Potency, µM (top dose mostly 46 µM), for inactives: top-dose activity change, negative = inhibition, usual class: inhibitors. 2.1% of 360,000 active; note: potency is the fitted concentration of half-maximal effect; % is set by controls: 0 for no effect and ±100 for the full control effect; nearly all actives have a fitted effect of over 60% in size
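Nrf2 activity is the BugLite luminescence, read 15 min after reagent at room temperature, following CellTiter-Fluor cytotoxicity readout (30 min, 37C). Compound titrations were applied for 18-24 h to 5000 A549 ARE_Fluc cells/well in 5% FBS OPTI-MEM.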
* marks the source's active call; other numbers are inactive results; i = inactive; ? = inconclusive; · = no result given; & = joins results of further samples; [ ] = remark or other dose. Unless noted, calls come from the whole dose curve; as a rule, active = well fitted curve in the direction sought with a large enough effect; inconclusive = small, poorly fitted or top-dose-only effect, or another doubt; inactive = no such curve, though single readings can be large; an effect the other way counts as inactive or inconclusive.

cpd	mol	MmCpn inh	CCT chaperon mod	Abeta yeast res	Nrf2 activator	HepG2 viability
1	O=C(O)C1C2CCC(C2)C1C(=O)NCCCn1ccnc1 (centres undefined)	0%	-2.3	-1%	0.5%	-1%
2	Cn1cccc1C(=O)OCC(=O)NNC(=O)c1ccc([N+](=O)[O-])cc1	0%	1.1	-2%	0.3%	5%
3	Cc1cccc(OCCCn2c(CCNC(=O)C(C)(C)C)nc3ccccc32)c1	·	·	2%	5.0%	-16%
4	O=C(Nc1cccnc1)c1cc(-c2ccc3c(c2)OCO3)on1	-5%	1.1	-4%	-0.1%	0%
5	CNC(=O)CSc1nnc(-c2ccc(S(=O)(=O)N3CCCC3)cc2)n1-c1cccc(C)c1C	1%	-0.3	-8%	0.5%	-7%
6	CN(C(=O)CSc1nncn2c1cc1occc12)c1ccccc1	·	·	-20%	?	-11%
7	COc1cc(Nc2nc3ccccc3c3nnc(C)n23)cc(OC)c1	·	·	-1%	0.5%	-48%
8	CC(C)Nc1nnc(SC(C)C(=O)NCc2ccc3c(c2)OCO3)s1 (centres undefined)	1%	0.2	-3%	0.1%	5%

cpd	A549 tox	pAkt inh	TGFb inhibitor	Nrf2 inh
1	1%	i	-13%	5%
2	-2%	i	1%	-2%
3	0%	·	-14%	-22%
4	2%	?	-4%	·
5	2%	i	5%	?
6	4%	·	?	-18%
7	8%	·	0%	-18%
8	2%	i	4%	10%

(continued)
cpd	mol	MmCpn inh	CCT chaperon mod	Abeta yeast res	Nrf2 activator	HepG2 viability
9	CCc1nnc2c3ccccc3nc(Nc3ccc(F)c(Cl)c3)n12	·	·	3%	-1.2%	0%
10	CC(C)C(=O)Nc1cccc(C(=O)Nc2nnc(CC(C)(C)C)s2)c1	·	·	2%	5.2%	-17%
11	NC(=O)C1CN(C(=O)c2nn(Cc3ccccc3)c(=O)c3ccccc23)c2ccccc2O1 (centres undefined)	1%	-5.9	-15%	-0.9%	-11%
12	O=C1c2cc(Cl)ccc2OC2(CCNCC2)C12CC(c1ccc(Cl)cc1)=NO2 (centres undefined)	2%	-1.4	5%	5.4%	-10%
13	Oc1ccc(Cl)cc1C1C=C(c2ccc3c(c2)OCO3)NC(c2ccc(Br)cc2)N1 (centres undefined)	·	·	·	·	-11%
14	CCN(CC)S(=O)(=O)c1ccc(N/N=C(\C)c2ccc(OC)cc2O)nc1	2%	-1.8	?	-0.4%	-63%
15	CSc1cccc(CN2CCN(Cc3ccccc3)C(CCO)C2)c1 (centres undefined)	1%	0.0	4%	-0.1%	-8%
16	COc1ccc(-c2nc(N=Nc3ccc(O)cc3)n[nH]2)cc1	-7%	1.6	5%	-0.2%	3%

cpd	A549 tox	pAkt inh	TGFb inhibitor	Nrf2 inh
9	1%	·	14%	-11%
10	-2%	·	-23%	?
11	-2%	i	-2%	-25%
12	0%	i	16%	8%
13	0%	·	-16%	8%
14	-13%	i	8.9µM*	?
15	4%	i	12%	1%
16	-17%	i	-11%	16%

Next part
cpd	mol	MmCpn inh	CCT chaperon mod	Abeta yeast res	Nrf2 activator	HepG2 viability
17	COc1ccccc1NC(=O)c1ccc(NC(=O)C2CC2C)cc1 (centres undefined)	-2%	-1.4	7%	0.2%	-6%
18	CC(C)(C)OC(=O)CN1C(=O)C(Sc2n[nH]c(-c3ccccc3)n2)CCc2ccccc21 (centres undefined)	-1%	-1.5	-19%	-0.3%	0%
19	COCCn1nnnc1C(c1ccccc1Cl)N1CCN(c2ccccc2OC)CC1 (centres undefined)	-1%	0.3	-10%	-0.6%	8%
20	O=C(c1cc([N+](=O)[O-])ccc1N1CCOCC1)N1CCCC1	-2%	1.5	2%	-0.4%	3%
21	CC1=C(C)C(O)N(Cc2ccccc2)C1=O (centres undefined)	1%	1.6	-16%	-0.6%	-2%
22	Cc1cccc(NC2=NCC(=O)N2Cc2ccccc2)c1	-5%	1.2	-6%	2.3%	3%
23	CC1(Cc2ccc3ccccc3n2)C(=O)Nc2ccc(OC(F)(F)F)cc21 (centres undefined)	·	-1.3	12%	-0.7%[9.22 µM]	-40%
24	CCSc1nnc(NC(=O)C2CCN(C(=O)c3ccco3)CC2)s1	·	·	·	·	-1%

cpd	A549 tox	pAkt inh	TGFb inhibitor	Nrf2 inh
17	-3%	i	7%	?
18	-6%	·	-5%	10%
19	-1%	i	-3%	2%
20	-13%	i	1%	6%
21	-3%	i	8%	2%
22	9%	i	4%	5%
23	·	i	-18%	·
24	3%	·	-1%	?

Carrying on:
cpd	mol	MmCpn inh	CCT chaperon mod	Abeta yeast res	Nrf2 activator	HepG2 viability
25	COCCC(=O)N1CCCC(C(=O)c2ccc3c4c(cccc24)CC3)C1 (centres undefined)	-6%	1.0	3%	0.1%	-6%
26	O=C(NCCN1CCOCC1)c1ccccc1OCc1ccccc1	?	0.2	-1%	2.2%	2%
27	Cc1ccc(SCCSc2nc(N)cc(=O)[nH]2)cc1	-8%	2.3	-17%	6.6%	-13%
28	Cc1nn(CC(=O)c2ccccc2Cl)c(C)c1[N+](=O)[O-]	0%	8.0	-22%	5.3%	-2%
29	O=[N+]([O-])c1cccc(-c2ccc3nnc(SCc4cccnc4)n3n2)c1	·	-2.0	2%	1.9%	-24%
30	Cc1ccc(C(=O)OCC(=O)NCc2cccs2)cc1	0%	1.0	-15%	0.5%	17%
31	CCOc1ccccc1NS(=O)(=O)c1ccc(-c2cnc(C3CC3)o2)cc1	5%	-1.1	-7%&19%	3.0%&-0.2%	-31%&-21%
32	COc1ccc(CN2C3CCCC2CC(NC(=O)Nc2ccccc2C)C3)cc1 (centres undefined)	-1%	-0.8	16%	0.2%	0%

cpd	A549 tox	pAkt inh	TGFb inhibitor	Nrf2 inh
25	0%	i	?	-19%
26	6%	i	0%	7%
27	1%	i	5%	-2%
28	-8%	i	-10%	?
29	0%	i	1%	?
30	5%	i	-6%	6%
31	-7%&-29%	·	4.5µM*	?
32	-15%	i	6%	-1%

The listing continues:
cpd	mol	MmCpn inh	CCT chaperon mod	Abeta yeast res	Nrf2 activator	HepG2 viability
33	CN(C)S(=O)(=O)c1ccc(SCC(=O)Nc2cccc(S(=O)(=O)N3CCCC3)c2)nc1	·	2.7	-15%	3.1%	-35%
34	COc1cc(Br)cc(C=Nc2cccc(C(F)(F)F)c2)c1O	1%	-31*	-73%[inhibitor]	-0.4%	0%
35	CSc1ccccc1C(=O)N1CCC2(CC1)CC(=O)c1ccccc1O2	-1%	0.6	-1%	-0.8%	-20%
36	COC(=O)CNC(=O)CN1C(=O)N(c2cccc(Cl)c2)C(N(O)C(=O)Nc2cccc(Cl)c2)C1(C)C (centres undefined)	2%	0.9	3%	0.0%	-10%
37	CCN(CC)c1ccc(/C=N/NC(=O)CNC(=O)c2ccccn2)cc1	1%	-1.8	7%	2.7%	6%
38	Cc1nc2ccc(-c3nc4ccccc4[nH]3)cc2[nH]1	-4%	0.0	-14%	-0.6%	-35%
39	O=C(O)c1cc(N2CCCCC2)nc2ccccc12	·	1.1	-13%	-0.2%	-18%
40	CC#CCN1c2ccccc2[C@]23C[C@@H](C(=O)OC)N=C2NC(C(=O)OC)=C(C(=O)OC)[C@H]13	2%	0.2	9%	-0.9%	11%
41	CCOc1ccc(S(=O)(=O)n2cnc3ccccc32)cc1	2%	-1.7	2%	-0.6%	-12%
42	Cc1sc2ncnc(N3CCC(C(=O)Nc4ccccc4C(C)(C)C)CC3)c2c1C	-4%	1.9	16%	-0.7%	-14%

cpd	A549 tox	pAkt inh	TGFb inhibitor	Nrf2 inh
33	2%	i	-13%	-19%
34	2%	i	?	13%
35	2%	i	-14%	3%
36	14%	i	0%	·
37	-5%	i	-7%	?
38	-4%	i	-2%	?
39	1%	i	-12%	5%
40	-2%	i	11%	2%
41	9%	i	8%	0%
42	-1%	i	-2%	?

One compound at a time, as listed above.
O=C(c1cc([N+](=O)[O-])ccc1N1CCOCC1)N1CCCC1 reads MmCpn inh = -2%; CCT chaperon mod = 1.5; Abeta yeast res = 2%; Nrf2 activator = -0.4%; HepG2 viability = 3%; A549 tox = -13%; pAkt inh = i; TGFb inhibitor = 1%; Nrf2 inh = 6%
Cc1nn(CC(=O)c2ccccc2Cl)c(C)c1[N+](=O)[O-] reads MmCpn inh = 0%; CCT chaperon mod = 8.0; Abeta yeast res = -22%; Nrf2 activator = 5.3%; HepG2 viability = -2%; A549 tox = -8%; pAkt inh = i; TGFb inhibitor = -10%; Nrf2 inh = ?
Cc1ccc(SCCSc2nc(N)cc(=O)[nH]2)cc1 reads MmCpn inh = -8%; CCT chaperon mod = 2.3; Abeta yeast res = -17%; Nrf2 activator = 6.6%; HepG2 viability = -13%; A549 tox = 1%; pAkt inh = i; TGFb inhibitor = 5%; Nrf2 inh = -2%
